VHR inh color = VHR1 phosphatase inhibitors, primary screen, biochemical, colorimetric, HTS; AID 1992, 2009; Dual specificity protein phosphatase 3 (Homo sapiens), P51452; 50,000 tested, 0.7% active; recombinant VHR phosphatase, colorimetric substrate read-out; inhibition, % at 20 µM; in the data active means inhibition above about 60%; further: some results filed as inactive read as strong as hits
Target sequence (P51452 whole entry, looked up): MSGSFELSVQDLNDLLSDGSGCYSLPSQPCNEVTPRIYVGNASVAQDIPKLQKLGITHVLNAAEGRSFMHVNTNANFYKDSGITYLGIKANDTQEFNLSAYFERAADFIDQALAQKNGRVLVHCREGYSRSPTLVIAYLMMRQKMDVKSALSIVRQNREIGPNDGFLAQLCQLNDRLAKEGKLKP
Numbers without * were called inactive; & = joins results of further samples. The list is partial, so the mix of outcomes need not match the whole.

SMILES,VHR inh color
COc1ccc(CC(=O)NC2CCCC2)cc1,-6.6
O=c1c2ccccc2nc(/C=C/c2ccc([N+](=O)[O-])cc2)n1-c1ccccc1O,2.9
O=C(Nc1ccc(I)cc1Cl)c1ccco1,-8.5
O=C(Nc1ccc(OCc2ccccc2)cc1)c1ccccc1Br,6.6
CCOC(=O)COc1ccc2c(c1)c(C(=O)OCC)c(C)n2C,-4.9
O=Cc1[nH]c2ccccc2c1Nc1ccc([N+](=O)[O-])cc1,-6.0
Cc1ccc(-c2cc(C(=O)N/N=C/c3cccs3)[nH]n2)cc1,5.4
CCOC(=O)C(=CNc1cc(OC)cc(OC)c1)C(=O)OCC,4.4
COc1ccc(CNC(=O)c2c(Cl)cccc2Cl)cc1,-26.0
O=C1CC(C(F)(F)C(F)(F)C(F)(F)C(F)(F)F)=Nc2ccccc2N1,-0.8
COC(=O)c1ccc(N2C(=O)C=CC2=O)cc1,48.1
O=C(O)CCCNC(=O)c1ccccc1NC(=O)c1ccccc1,-32.0
COC(=O)c1ccc(C(=O)OC)c(NC(=O)/C=C/c2cccc([N+](=O)[O-])c2)c1,-1.3
O=C(COc1ccc2ccccc2c1)Nc1ccc(Cl)c(Cl)c1,20.1
COc1ccc(C(=O)Nc2sc3c(c2C(N)=O)CCCC3)cc1,1.3

6 compounds from above, sorted by SMILES length, descending.
SMILES,VHR inh color
O=c1c2ccccc2nc(/C=C/c2ccc([N+](=O)[O-])cc2)n1-c1ccccc1O,2.9
COc1ccc(C(=O)Nc2sc3c(c2C(N)=O)CCCC3)cc1,1.3
O=C(O)CCCNC(=O)c1ccccc1NC(=O)c1ccccc1,-32.0
O=C(Nc1ccc(OCc2ccccc2)cc1)c1ccccc1Br,6.6
COc1ccc(CNC(=O)c2c(Cl)cccc2Cl)cc1,-26.0
COc1ccc(CC(=O)NC2CCCC2)cc1,-6.6

Continued:
SMILES,VHR inh color
Cc1cccc(NC(=O)Nc2ccc(-c3nc4ccccc4s3)cc2)c1,15.6
O=C(CC(Nc1cccc(Cl)c1)c1ccc(F)cc1)c1ccccc1 (stereo unspecified),0.9
CCC(C(=O)NCc1ccc(OC)cc1)c1ccccc1 (stereo unspecified),-7.5
CCCOC(=O)c1ccc(NC(=O)OC)cc1,25.8
Cc1ccc(N2CN=C(c3ccccc3)NC2=S)cc1,3.1
CC1(C)Cc2c(sc3nc(SCc4ccc(Cl)cc4)n(Cc4ccccc4)c(=O)c23)CO1,-9.8
COc1ccc(C(=O)Nc2cc(C(F)(F)F)ccc2Cl)cc1OC,3.2
O=C(NCCCn1ccnc1)C(=O)Nc1ccc(F)cc1,-6.7
O=C(NNC(=O)c1ccc(Cl)c(Cl)c1)c1cccc(Cl)c1,-15.1
CCOc1ccc2c(c1)C(C)=CC(C)(C)N2C(=O)Nc1ccccc1,-1.4
O=C(O)C1(P(=O)(c2ccccc2)c2ccccc2)CCC1,-3.1
Cc1cc(Nc2ccccc2)nn1C(=O)c1ccc(Cl)cc1,-8.1
Cc1cccc2c(=O)oc(-c3cccc([N+](=O)[O-])c3)nc12,-8.4
C=CCN1C(=O)C(Cc2ccc(F)cc2)S/C1=N\N=C\c1ccco1 (stereo unspecified),-8.5
Cc1ccc(N2C(=O)CC(N3CCN(Cc4ccccc4)CC3)C2=O)cc1 (stereo unspecified),-1.4

(list continues)
SMILES,VHR inh color
O=C(Nc1ccc(Br)cc1C(=O)c1ccccc1)c1ccc([N+](=O)[O-])cc1,-12.9
CCc1ccc(S(=O)(=O)N2CCN(C)CC2)cc1,-65.5
CC(CC(=O)c1cccs1)CC(=O)c1cccs1,-37.3
O=C1CSC(=S)N1N1C(=O)c2ccccc2C1=O,-2.1
CC(C)(C)c1ccc(/C=N/N=C2\NC(=O)C(CC(=O)O)S2)cc1 (stereo unspecified),1.5
O=[N+]([O-])c1ccccc1N[C@H]1O[C@H](CO)[C@@H](O)[C@@H]1O,-17.5
COc1ccccc1N1CCN(/N=C/c2ccc(C(=O)O)cc2)CC1,-5.4
Cc1ccc(/C=C2\SC(=S)N(CCC(=O)Nc3cccc(C)c3)C2=O)cc1,-33.3
CCOC(=O)c1ccc(NC(=O)CN(c2ccc(OCC)cc2)S(=O)(=O)c2ccc(Br)cc2)cc1,-9.3
O=C1OC(c2cccs2)=N/C1=C\c1cccc(Cl)c1Cl,42.4
CC(=O)c1ccc(N2C(=O)C3CCC(C)(C2=O)C3(C)C)cc1 (stereo unspecified),22.0
O=C1NN(c2cccc(Cl)c2)C(=O)/C1=C/c1ccc2c(c1)OCO2,-20.3
Cc1[nH]nc2c1C(C(C)c1ccccc1)C(C#N)=C(N)O2 (stereo unspecified),-23.1
Cc1ccccc1OCC(=O)NC1C2CC3CC(C2)CC1C3 (stereo unspecified),-11.1
COc1ccc(C2CC(=O)C3=C(C2)Nc2ccccc2NC3c2ccccc2Cl)cc1OC (stereo unspecified),-2.9

New compounds follow
SMILES,VHR inh color
Cc1cccc(C)c1NC(=O)C12CC3CC(CC(C3)C1)C2,-0.6
Nc1ccc2nc(SCc3ccc(C(=O)O)cc3)sc2c1,7.3
Cc1csc(NC(=O)c2cc(-c3cccc(Br)c3)nc3ccccc23)n1,-21.7
COC(=O)C1=C(C)N=c2s/c(=C\c3ccccc3Cl)c(=O)n2C1c1cccs1 (stereo unspecified),-1.1
CCCCNCCOc1cc(C)c(Cl)c(C)c1,-30.4
O=C(c1cccc2c(Br)cccc12)N1CCN(c2ccc([N+](=O)[O-])cc2)CC1,7.3
Cc1cc(C)c(NC(=O)c2cccc(N3C(=O)c4ccc(C(=O)Nc5c(C)cc(C)cc5C)cc4C3=O)c2)c(C)c1,5.8
COc1ccc(/C(C)=N/NC(=O)c2cc(C34CC5CC(CC(C5)C3)C4)[nH]n2)cc1,7.9
CCSC(=S)Nc1c(C)n(C)n(-c2ccccc2)c1=O,-9.7
CS(=O)(=O)N(CC(=O)NCCc1ccccc1)c1cc(Cl)cc(Cl)c1,-7.0
O=C1c2cccc3cccc(c23)C(=O)N1CC1CCN(S(=O)(=O)c2cccs2)CC1,-7.5
CN(C)CCC(=O)c1cccs1,-12.6
Cc1ccc(S(=O)(=O)Nc2ccc(NC(=O)C3C4C=CC(O4)C3C(=O)O)cc2)cc1 (stereo unspecified),1.4
O=[N+]([O-])c1cccc(-c2nc(-c3ccccc3)c(-c3cccs3)[nH]2)c1,-2.2
CCCCNC(=O)/C(=C/c1ccc(C)o1)NC(=O)c1ccccc1,-9.6

Some of the entries above in a different format.
Structure: O=C1c2cccc3cccc(c23)C(=O)N1CC1CCN(S(=O)(=O)c2cccs2)CC1
  VHR inh color: -7.5
Structure: Nc1ccc2nc(SCc3ccc(C(=O)O)cc3)sc2c1
  VHR inh color: 7.3

The list goes on.
SMILES,VHR inh color
CC1=C(C(=O)Nc2ccc(Cl)cc2)C(c2cccc3ccccc23)NC(=O)N1 (stereo unspecified),-8.7
COC(=O)c1ccc(C(=O)OC)c(NS(=O)(=O)c2cc(Cl)ccc2Cl)c1,-1.7
CC(=O)c1cccc(N/C=C/[N+](=O)[O-])c1,-3.6
O=S(=O)(c1ccc(Cl)cc1)N1CCN(Cc2ccccc2C(F)(F)F)CC1,-1.4
CCOc1ccc(C(O)c2cnc(C(C)C)n2C)cc1 (stereo unspecified),0.1
Cn1cnnc1SCC(=O)NC(c1ccccc1)c1ccccc1,-5.7
CC(=O)C1=C(O)C(=O)N(c2nc3ccccc3s2)C1c1ccccc1Cl (stereo unspecified),-7.2
CCN1C(=O)/C(=C\c2ccccc2OS(=O)(=O)c2ccccc2[N+](=O)[O-])SC1=S,2.8
Cc1cc(C)c(NC(=O)C(C)Sc2nnc(-c3cccc(F)c3)n2-c2ccccc2)c(C)c1 (stereo unspecified),10.3
O=C(NCc1cccnc1)C(=O)Nc1ccc(Cl)c(C(F)(F)F)c1,-52.3
O=C1NC(=O)C(=Cc2cccc(OCCOc3ccc([N+](=O)[O-])cc3)c2)C(=O)N1,28.8
COc1ccc(C(=O)Nc2nc3ccc(Br)cc3s2)cc1,-6.4
CCOC(=O)Cn1c(=N)n(Cc2ccc(C)cc2)c2ccccc21,-9.6
c1ccc(Oc2cccc(CN3CCN(Cc4ccccn4)CC3)c2)cc1,31.0
CC1=C(C(=O)Nc2cc(Cl)ccc2C)C(c2ccccc2Br)NC(=S)N1 (stereo unspecified),-12.2

As entered above:
VHR inh color, Cc1cc(C)c(NC(=O)C(C)Sc2nnc(-c3cccc(F)c3)n2-c2ccccc2)c(C)c1 (stereo unspecified) stands at 10.3
VHR inh color, Cn1cnnc1SCC(=O)NC(c1ccccc1)c1ccccc1 stands at -5.7

Further results
SMILES	VHR inh color
c1ccc(Nc2nc(-c3cccs3)cs2)nc1	-26.1
CN1CN=C2SC3(COC(c4ccncc4)OC3)C(=O)N2C1 (stereo unspecified)	-8.3
CCCCn1c(/N=C/c2cc(Cl)ccc2O)nc2ccccc21	-17.1
O=C1C=CC(=NS(=O)(=O)c2cc(Cl)ccc2Cl)C=C1	-11.7
CC(=O)c1c(C)oc2ccc(O)c(N)c12	26.5
Nc1nnc(/C=C/c2ccccc2)s1	-10.6
Cc1oc(C(=O)O)cc1COc1ccc(-c2ccccc2)cc1	-36.1
O=C(N1CCN(C(c2ccccc2)c2ccccc2)CC1)C(O)(c1ccccc1)c1ccccc1	-6.4
O=C(O)c1ccc(Br)c(S(=O)(=O)Nc2ccc(NC(=O)c3ccccc3)cc2)c1	12.6
O=C(COc1ccc(Cl)cc1)Nc1ccc2c(c1)OCO2	-1.5
N/C(=N\OC(=O)c1ccccc1F)c1ccc(Cl)cc1	-1.7
O=C(CC1(O)C(=O)Nc2ccc(Br)cc21)c1cccc2ccccc12 (stereo unspecified)	-24.2
Nc1nc(-c2ccc(F)cc2F)cs1	12.2
O=C(CN1C(=O)S/C(=C/c2ccccc2F)C1=O)Nc1ccccc1	-3.2
CCOC(=O)C1=C(C)N(c2ccccc2)C(C)=C(C(=O)OCC)C1c1ccc([N+](=O)[O-])cc1	2.0
CC1=C(C(=O)OC(C)C)C(c2cccc(Cl)c2Cl)C2=C(CC(C)(C)CC2=O)N1 (stereo unspecified)	-9.8
CCOc1ccccc1NC(=O)c1c(OC)cccc1OC	-0.7
CCOc1ccc(NC(=O)c2cnn(-c3ccccc3)c2NC(=O)c2ccccc2F)cc1	-21.6
Cc1ccc(-c2csc(NC(=O)c3ccc(Cl)cc3)n2)cc1	-2.7
O=C1NC(=S)NC(=O)C1=Cc1ccc(OCc2ccccc2Cl)cc1	29.6

(listing goes on)
SMILES	VHR inh color
C=CCSC1=C(C#N)C(c2ccco2)C(C(=O)Nc2ccccc2OC)=C(C)N1 (stereo unspecified)	16.7
COc1ccc(/C=C2\SC(N3CCCCCC3)=NC2=O)cc1OC	9.2
Nc1c(Cc2ccccc2)ccc2c1C(=O)c1ccccc1C2=O	-3.0
COc1cccc(-n2c(/C=C/c3cccnc3)nc3ccccc3c2=O)c1	-8.6
O=S(=O)(Nc1ccccc1CO)c1ccc2ccccc2c1	-4.6
Cc1nn(S(=O)(=O)c2ccccc2[N+](=O)[O-])c(C)c1Sc1ccc([N+](=O)[O-])cc1	-27.0
CCOc1ccc(NC(=S)NC(NC(=O)c2ccccc2Cl)C(Cl)(Cl)Cl)cc1 (stereo unspecified)	5.3
CCOc1ccc(C2Nc3ccccc3NC3=C2C(=O)CC(c2ccc(OC)cc2)C3)cc1 (stereo unspecified)	-4.8
Cc1cc(Cl)cc(C)c1OCCN1CCCC1	3.4
COc1cccc(N2C(=O)/C(=C/c3cccc([N+](=O)[O-])c3)SC2=S)c1	-95.5
CN1CCc2c(sc3nc(=S)[nH]c(N)c23)C1	19.0&95.7
Cc1cccc(N2CCN(C(=O)c3c(-c4ccccc4Cl)noc3C)CC2)c1C	-5.2
O=C(O)c1ccccc1SC1CC(=O)N(c2cccc(Cl)c2)C1=O (stereo unspecified)	2.9
COc1ccc(/C(O)=C2\C(=O)C(=O)N(CCc3ccccc3)C2c2ccc(C)cc2)cc1 (stereo unspecified)	-12.0
CCCCOc1cc2oc(=O)cc(C)c2cc1OCCCC	-27.9
Cc1ccc(C(=O)CC(=O)c2ccc(Br)cc2)c(O)c1	8.4
O=C(/C=C(\O)c1ccc(F)cc1)C(F)(F)F	6.1
COc1ccccc1N1C(=O)CC(N2CCN(Cc3ccc4c(c3)OCO4)CC2)C1=O (stereo unspecified)	-21.5
COC(=O)c1ccccc1NC(=O)c1oc2ccc(C)cc2c1C	-3.6
Cc1ccccc1CC1S/C(=N\N=C\c2ccco2)NC1=O (stereo unspecified)	-20.1

Continued.
SMILES	VHR inh color
Cc1ccc(-n2c(C)cc(/C=C3\SC(=O)NC3=O)c2C)cc1C	-0.6
COc1ccc(C(=O)NC(N2CCCCC2)C(Cl)(Cl)Cl)cc1OC (stereo unspecified)	-10.5
CCc1ccc(NC(=O)C2CC2c2ccccc2)cc1 (stereo unspecified)	23.3
O=C(Nc1ccc(F)cc1F)c1cnn2c1NC(c1cccs1)CC2C(F)(F)F (stereo unspecified)	-15.7
CC1=NCCN1S(=O)(=O)c1ccccc1[N+](=O)[O-]	6.1
Cc1cc(-c2ccccc2)nc2cc(-c3ccc(Cl)cc3)nn12	0.5
COC(=O)CN(c1ccc(Cl)cc1Cl)S(=O)(=O)c1ccc(C)cc1	-37.9
COc1cc(CC(=O)O)c([N+](=O)[O-])cc1OC	-14.7
C=CCn1c(CC)nc2ccccc21	2.5
COc1ccccc1N1C(=O)/C(=C/c2c(Cl)cccc2Cl)SC1=S	-33.0
Cc1ccc(Cl)cc1NC(=O)CN(CCc1ccccc1)S(=O)(=O)c1ccccc1	-16.9
Cc1ccc(S(=O)(=O)NCCNc2cc(Cl)ccc2[N+](=O)[O-])cc1	-15.2
Cc1ccc(S(=O)(=O)N(Cc2ccccc2)Cc2ccco2)cc1	6.4
CCCC(=O)N1CCN(c2cc(N3CCC(C)CC3)c(F)cc2[N+](=O)[O-])CC1	3.1
Clc1ccc(/C=N/Nc2nc3ccccc3s2)c(Cl)c1	3.5
Cc1cc(/C=N\Nc2ccc([N+](=O)[O-])cn2)c(C)n1-c1ccccc1F	-3.9
Cc1ccc(OCCOCCN2CCC(C)CC2)c(Cl)c1	5.8
CCOc1ccc(NC(=O)c2c(NC(=O)C(C)(C)C)sc3c2CCC3)cc1	-20.6
CCOc1cc(/C=C2/SC(=S)NC2=O)ccc1OCc1ccc(Cl)c(Cl)c1	-12.4

High-throughput results (PubChem BioAssay)
